# OXTR potentiate: potentiates the human oxytocin receptor response | P30559 | CHO-OTR cells, Fluo-8 calcium fluorescence, potentiator mode; 0% = oxytocin EC15, 100% = EC100 | activation, % at 3 µM | 320,000 compounds, 0.061% hits | AID 2445;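 active = activation above that plate's cutoff, the mean activation of tested compounds plus 3 SD, cut at about 6.6% in these data, passing the limit was not always enough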;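 note: 100% uses oxytocin at 75 nM as the full agonist control; some results filed as inactive read as strong as hits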
# Target sequence (P30559 whole entry, looked up): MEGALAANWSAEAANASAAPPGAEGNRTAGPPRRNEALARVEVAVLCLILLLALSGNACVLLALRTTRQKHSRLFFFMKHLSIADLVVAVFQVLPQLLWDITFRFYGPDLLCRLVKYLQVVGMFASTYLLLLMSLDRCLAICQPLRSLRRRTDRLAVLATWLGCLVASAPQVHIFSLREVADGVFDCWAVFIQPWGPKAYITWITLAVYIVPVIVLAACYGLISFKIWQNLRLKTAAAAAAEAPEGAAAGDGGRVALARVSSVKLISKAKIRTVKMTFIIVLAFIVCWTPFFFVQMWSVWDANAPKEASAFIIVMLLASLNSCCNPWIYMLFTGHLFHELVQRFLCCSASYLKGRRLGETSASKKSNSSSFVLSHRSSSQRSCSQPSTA
#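 assay system = CHO-OTR cells, human receptor | schedule = compound 6 min at room temperature before oxytocin, 100 s read | detection = Fluo-8 intracellular calcium fluorescence, ex 470-495, em 515-575 nm | evaluation = normalized max/min fluorescence ratio, % activation | control set = EC15 oxytocin alone as 0%, 75 nM oxytocin (EC100) as 100%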
# CHO-K1 Ca antag: M1 antagonist counterscreen hit in parental CHO-K1 cells. ATP-induced calcium, Fluo-8 fluorescence. inhibition, % at 3 µM. 360,000 compounds, 0.6% hits. AID 602250;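 active = inhibition above a per-plate cutoff, the plate's mean sample inhibition plus 3 SD, cut at about 24% in these data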;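 note: 0% = DMSO plus EC80 ATP and 100% = DMSO alone without ATP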
# CHO-K1 Ca ag: M1 agonist counterscreen hit in parental CHO-K1 cells | Fluo-8 calcium fluorescence; scaled to maximal ATP response, vehicle zero | activation, % at 3 µM | 360,000 compounds, 0.48% hits | AID 602248; in the data active = activation above about 15%;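 note: untransfected CHO-K1 host cells lacking M1 receptor as counterscreen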
# M1 PAM: positive allosteric modulators of human M1 muscarinic receptor; activation, % at 3 µM; 360,000 compounds, 0.088% hits; P11229; CHO-K1 hM1, Fluo-8 calcium fluorescence, ACh EC20; 0% = ACh EC20, 100% = maximal ACh; in the data active = activation above about 19%, passing the limit was not always enough
# CHRM4 antagonist: antagonists of human muscarinic M4 receptor (CHRM4); inhibition, % at 3 µM; AID 624125; P08173; CHO-hM4 cells, ACh EC80, Fluo-8 calcium fluorescence; 360,000 compounds, 0.73% hits;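 active = inhibition above its plate's cutoff, the mean inhibition of sample wells plus 3 SD, cut at about 27% in these data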;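 note: 0% = acetylcholine EC80 with DMSO and 100% = DMSO without agonist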
# Target sequence (P08173 whole entry, looked up): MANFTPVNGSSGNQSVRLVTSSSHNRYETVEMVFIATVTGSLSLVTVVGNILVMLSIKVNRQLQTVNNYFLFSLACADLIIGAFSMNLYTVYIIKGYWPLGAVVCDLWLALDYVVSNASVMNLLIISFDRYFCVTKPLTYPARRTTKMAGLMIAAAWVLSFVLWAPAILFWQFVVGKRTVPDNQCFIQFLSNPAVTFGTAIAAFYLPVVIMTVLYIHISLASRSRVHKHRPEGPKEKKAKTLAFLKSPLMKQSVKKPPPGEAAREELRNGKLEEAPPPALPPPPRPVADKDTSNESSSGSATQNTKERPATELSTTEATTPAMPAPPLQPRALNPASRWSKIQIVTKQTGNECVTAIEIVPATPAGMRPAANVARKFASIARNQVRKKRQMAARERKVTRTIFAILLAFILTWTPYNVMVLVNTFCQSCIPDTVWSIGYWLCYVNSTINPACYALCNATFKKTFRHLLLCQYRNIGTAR
# M1 ag: agonists of human M1 muscarinic receptor; P11229; CHO-K1 hM1, Fluo-8 calcium fluorescence, agonist mode; 0% DMSO, 100% acetylcholine EC100; activation, % at 3 µM; 360,000 compounds, 0.33% hits;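 active = activation above the run's mean compound activation plus 3 SD, cut at about 16% in these data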;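 note: peak over basal fluorescence ratio within a 140 s kinetic read after compound addition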
# CHRM4 agonist: agonists of human muscarinic M4 receptor (CHRM4); P08173; CHO-K1 hM4/Gqi5, Fluo-8 calcium fluorescence; vehicle 0%, full acetylcholine response 100%; activation, % at 3 µM; 360,000 compounds, 0.14% hits; AID 624127;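 active = activation above the run mean over all test wells plus 3 SD, cut at about 32% in these data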;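 note: peak over basal fluorescence ratio per well then scaled between controls; 0% = DMSO wells and 100% = acetylcholine at EC100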
# CHO parental Ca: counter-screen for OX1R antagonists: effect in parental CHO cells; parental CHO-K1, ATP-induced calcium, Fluo-8 fluorescence; inhibition, % at 5.6 µM; 330,000 compounds, 0.63% hits;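 active = inhibition above that plate's mean sample inhibition plus 3 SD, cut at about 26% in these data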;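 note: 0% = ATP-challenged DMSO wells and 100% = DMSO wells without ATP; some compounds past the cut are filed as inactive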
#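 Material: parental CHO cells / Compound: single nominal dose of 5.6 µM per compound / Signal: Fluo-8 fluorescence / Replicates: singlicate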
# M1 antag: human CHRM1 antagonism; 360,000 compounds, 1.3% hits; CHO-K1 hM1, Fluo-8 calcium fluorescence, ACh EC80 antagonist; AID 588852; P11229; inhibition, % at 3 µM;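 active = percent inhibition above its own plate's cutoff, namely the mean of that plate's compound wells plus 3 SD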;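 note: peak over basal fluorescence ratio during 140 s after agonist addition; 0% = ACh EC80 plus DMSO and 100% = DMSO alone without agonist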
# * = called active by the depositor; / = no result given.
SMILES,OXTR potentiate,CHO-K1 Ca antag,CHO-K1 Ca ag,M1 PAM,CHRM4 antagonist,M1 ag,CHRM4 agonist,CHO parental Ca,M1 antag
CN1C(=S)SC(/[N+]([O-])=C\c2ccccc2)C1(C)C (stereo not given),-6,-11,0.3,9,-7,-3,1,-16,-17
O=C(CCNS(=O)(=O)c1ccccc1Cl)N1CCN(c2ccccn2)CC1,-4,-17,0.3,13,-20,-8,1,-10,-21
CCCOc1ccc(N2C(=O)CC(SC(=NCC)NCC)C2=O)cc1 (stereo not given),-7,-6,4.3,-10,-3,-4,7,-18,12
CCOC(=O)COc1cc(=O)n(CC)c2ccccc12,-9,-10,0.7,6,-13,-4,1,-12,-25
CC(=O)NCCNC(=O)c1oc2ccccc2c1CSc1ncn[nH]1,2,-12,0.9,3,7,-6,0,10,4
Oc1c(Cl)cccc1C=Nc1cc(C(F)(F)F)ccc1N1CCCC1,-9,12,-0.6,10,1,-4,0,-10,-19
CCOC(=O)CSc1nnc(CNC(=O)c2ccc(OC)cc2)n1Cc1ccccc1,-2,6,0.5,13,14,-5,1,-6,-13
C=COCCn1c(=N)n(CCC)c2ccccc21,0,-17,0.2,3,-3,-6,0,3,-3
CN1CCN(c2ccc(NC(=O)COc3ccc4ccccc4c3)cc2)CC1,-9,-9,15,-20,-7,-8,15,-1,6
O=C(NCc1ccccn1)c1cccc(NS(=O)(=O)c2ccccc2)c1,0,10,4.6,8,-2,-4,1,-3,-5
Cc1ccc(C(=O)NCCC2=CCCCC2)cc1S(=O)(=O)N1CCOCC1,-1,-3,1.8,6,-10,-2,5,-12,-7
COc1cccc(C2N(c3ccc(Cl)cc3)C(=O)C3CCCN32)c1 (stereo not given),-2,3,0.2,2,-4,-10,1,-8,-3
Cc1cccc(C)c1C(O)c1ncc(-c2cccc(C(F)(F)F)c2)[nH]1 (stereo not given),/,7,2.2,-4,2,2,5,/,4
COC(=O)COc1cccc(NC(=O)C(c2ccccc2)c2ccccc2)c1,1,12,3.1,-2,-3,-5,12,-7,3
O=C(Nc1ccccc1)Nc1ccccc1C(=O)NCc1ccco1,-2,-14,2.8,-5,-3,-1,7,-16,3
CCn1c2ccccc2c2cc(NC(=O)CN(C)CC(=O)Nc3ccc(N4CCOCC4)cc3)ccc21,-4,-10,1.1,5,-11,-4,6,-21,-2
Cn1c(=O)c2c(nc(N/N=C/c3cccs3)n2C)n(C)c1=O,3,0,-0.4,10,-4,-3,1,-17,-6
Cc1csc(SCC(=O)c2ccc(S(=O)(=O)N3CCOCC3)cc2)n1,-11,17,2.6,7,7,-4,1,9,-5
CC1(C)O[C@@H](CC(=O)O)[C@]23CO[C@H](C(=O)[C@]4(C)C2CC[C@@]2(C)[C@H](c5ccoc5)OC(=O)C5O[C@]524)[C@@H]13 (stereo not given in full),2,-11,0.3,7,-5,-3,0,3,-5
C(=N\Nc1nc2ccccc2[nH]1)/c1ccc2c(c1)OCO2,/,-22,3.2,5,-18,-6,10,/,-11
Cc1cc(-c2n[nH]c(=S)n2/N=C/C(Br)=C/c2ccccc2)n[nH]1,-2,1,-0.2,2,11,-2,1,-5,-3
CCOCC(=O)Nc1cc(C(=O)Nc2ccccc2)ccc1Cl,-4,-10,-0.1,-1,2,-1,1,-11,-17
O=C(O)CCC(=O)NC1CCCCCCC1,-8,-8,-0.1,8,-2,0,0,3,-9
CC1CCN(CCCNC(=O)c2ccc(CS(=O)(=O)Cc3ccc(Cl)cc3)o2)CC1,3,-16,-0.3,16,3,-5,0,-18,-17
CCOC(=O)COc1ccc(S(=O)(=O)N2CCN(c3ccc(F)cc3)CC2)cc1,-8,-8,3.5,5,9,-5,2,3,-6
COc1cc([N+](=O)[O-])ccc1Nc1nc(C)cc(C)n1,-6,7,3.9,-5,-2,-2,21,7,14
O=C(NCC(c1ccc(F)cc1)N1CCOCC1)c1ccc(OCc2ccccc2)cc1 (stereo not given),1,-7,1.0,1,-5,-6,7,-21,-8
Cc1nc(-c2ccccc2)sc1C(=O)/C=C/N(C)C,-14,-11,0.1,10,4,-3,1,-7,-15
Cc1cc(C)c(S(=O)(=O)c2ccccc2)c(OC(=O)c2ccc(Cl)cc2Cl)n1,-1,3,0.1,7,-5,-2,0,0,-10
CCc1nc2ccccc2c(C(=O)OCC(=O)NCCCN2CCCC2=O)c1C,-3,-2,-0.1,-2,6,-3,1,-24,-5
Cc1ccc(CSc2nc3c(c(=O)[nH]2)C(c2ccncc2)C2=C(CCCC2=O)N3)cc1 (stereo not given),-1,7,-0.6,12,7,-5,-2,-17,-10
CN(C)C(=S)SCC(=O)Nc1cccc(C(F)(F)F)c1,-5,-3,0.4,2,-1,-3,1,-6,10
COc1ccc(C2NC(c3ccc(OC)cc3)C(C)C(=O)C2C)cc1 (stereo not given),-16,-9,-1.1,-1,-4,-9,-2,-12,-5
CCCCC(CCC(=O)Nc1ccn(-c2ccccc2)n1)C(=O)O (stereo not given),2,-15,0.9,5,2,-4,0,-6,-15
COc1ccc(CNC(=O)Cn2c(=O)oc3ccccc32)cc1OC,-11,12,0.5,10,-3,-1,3,-9,-11
Cc1cccc(C(=O)N2c3ccccc3C(=O)OC2c2ccc3c(c2)OCO3)c1 (stereo not given),-7,5,-0.2,4,2,-2,-1,6,-4
Cc1cccc(N(CC(=O)N2CCN(C)CC2)S(=O)(=O)c2ccccc2)c1,-15,1,0.4,-4,14,-14,0,-16,7
COc1cccc(/C=N/c2nc3ccccc3[nH]2)c1O,-7,-3,-0.2,19,8,-2,0,0,-24
CCOc1ccc(NC(=S)NC(=O)C2CCCC2)cc1,-6,1,-0.6,-5,7,-5,-1,-6,6
COc1cc(Br)c(-c2sc(Nc3ccccc3)n[n+]2-c2ccc(F)cc2)cc1OC,-8,-24,1.3,1,-5,-3,6,-23,0
C/C(CC(=O)Nc1ccccn1)=N\NC(=O)c1cnccn1,6,-1,0.0,1,-6,-4,0,-5,-12
Oc1cc(CNC2CCCCC2)c(O)cc1CNC1CCCCC1,/,-6,1.7,5,3,-2,3,/,-10
NC(N)=NN=Cc1ccnc2ccccc12,/,2,0.3,3,10,-9,0,/,-8
CCN1CCCC1CNC(=O)c1ccc(Sc2ccc(F)cc2)c([N+](=O)[O-])c1 (stereo not given),-7,-4,1.0,-26,95*,-7,3,3,100*
COc1cc(C2NC(=S)NC(C)=C2C(=O)OC(C)C)ccc1OC(C)C (stereo not given),10,-6,-0.3,7,6,-4,-2,-6,-3
CCCCn1c(N)c(N(CCOC)C(=O)C2CCN(S(=O)(=O)c3ccc(F)cc3)CC2)c(=O)[nH]c1=O,-13,-7,1.4,11,4,-3,0,19,-10
O=C(Cc1ccccc1)NNC1CC(=O)N(c2ccc(Oc3ccccc3)cc2)C1=O (stereo not given),-1,-11,0.1,8,2,-1,2,-10,-15
Cc1ccc(NC(=S)N2CCCC(c3ccccc3)=N2)cc1,-3,-2,0.1,0,12,-4,-1,-20,-6
CCc1ccccc1Nc1nn2c(=O)c3ccc(C(=O)NCc4ccccn4)cc3nc2s1,-6,-6,1.2,4,-8,-6,9,-23,-5
CCCCCCN1CCN(C2CN(Cc3ccccc3)S(=O)(=O)C2)CC1 (stereo not given),/,15,0.9,-6,1,-4,3,/,12
CCC1(c2ccc(F)cc2)NC(=O)N(CC(=O)NC2CCCCCC2)C1=O (stereo not given),-2,-3,0.3,-6,-3,0,2,2,5
CCCOc1ccc(N2C(=O)CC(N(C(=O)c3ccco3)c3ccc(OCCC)cc3)C2=O)cc1 (stereo not given),-2,9,-0.3,5,2,-2,-1,-18,-3
COc1cc2c(cc1OC)CN(c1nc(CN3CCCCC3)nc3sc4c(c13)CCCC4)CC2,0,-3,20*,-4,0,-11,1,-12,8
COc1ccc(CC(=O)Nc2sccc2C#N)cc1S(=O)(=O)N1CCOCC1,-3,-4,1.4,3,-1,-2,3,2,-5
c1csc(CNc2nc(-c3cccs3)nc3ccccc23)c1,-1,-14,0.8,1,-4,-5,3,-2,4
Cc1cc(C(=O)O)c(CSCc2cc(C(=O)O)oc2C)o1,-9,-8,0.4,9,-1,2,1,9,-25
Cc1cc(C)c2c(=O)cc(C(F)F)oc2c1,-3,-7,-0.4,-6,1,-5,0,-8,6
Cc1ccc(S(=O)(=O)c2nc(-c3ccc(F)cc3)oc2SCC(=O)NCC2CCCO2)cc1 (stereo not given),-4,-3,0.3,10,-4,-4,0,-18,-6
O=C(Nc1ccc2c(c1)C(=O)NC2=O)c1cccc(Cl)c1,-5,7,0.1,0,-11,0,1,9,2
CSc1ccc(-c2cc3c(c4c2ccn4C)C2CCC3C2)cc1 (stereo not given),/,20,0.1,-6,-6,-6,4,/,9

# Individual results from the list:
# Result of Oc1cc(CNC2CCCCC2)c(O)cc1CNC1CCCCC1 under M1 PAM: 5
# Result of CCC1(c2ccc(F)cc2)NC(=O)N(CC(=O)NC2CCCCCC2)C1=O (stereo not given) under M1 PAM: -6

# (cont.)
SMILES,OXTR potentiate,CHO-K1 Ca antag,CHO-K1 Ca ag,M1 PAM,CHRM4 antagonist,M1 ag,CHRM4 agonist,CHO parental Ca,M1 antag
O=C(Nc1ccc(Cl)c(Cl)c1)N(CCCN1CCOCC1)Cc1cccs1,-6,4,2.4,-2,-26,-5,14,-8,-2
COCCC(=O)N1CCC(Oc2ccc(C(=O)NC3CCOC(C)(C)C3)cc2)CC1 (stereo not given),-3,-13,0.4,0,6,-3,-1,-6,-11
Cn1nnnc1SCC(=O)NNC(=O)c1ccc(Br)cc1,-3,11,-0.5,7,-10,-2,1,-9,-10
COc1ccc2oc(=O)c(C(=O)Nc3cccc(C)c3)cc2c1,-3,-14,1.2,8,0,1,0,-13,-1
Cc1ccc(S(=O)(=O)NNC(=O)c2sc(=S)n(C)c2C)cc1,-5,-8,0.8,9,-9,-7,2,0,-14
COc1cc(-c2cc(NC(C)=O)c3ncc(-c4ccc(F)cc4)n3c2)cc(OC)c1OC,/,3,1.9,-14,-2,-1,6,/,12
Cc1ccccc1N1CCN(Cc2nc(Cc3ccccc3F)no2)CC1,-4,-11,0.7,4,1,-6,0,7,-14
Cc1ccc(S(=O)(=O)N2C[C@H]3[C@H]4C(=O)N(c5ccccc5)C(=O)[C@H]4CC(=O)[C@H]3[C@@H]2c2cccc3ccccc23)cc1,/,-2,0.6,17,-10,2,2,/,-36
CC(Cc1ccccc1)NC(=O)CCCN1C(=O)c2ccccc2C1=O (stereo not given),-7,-5,4.4,-4,2,-3,12,-27,-4
COc1ccc(NC(=O)/C(=C\c2ccc(F)cc2)NC(=O)c2ccco2)cc1,-1,2,-0.3,6,3,-1,1,3,0

# Arranged by the number under M1 ag (high to low): five from the list above
SMILES	M1 PAM	CHRM4 antagonist	M1 ag	CHRM4 agonist	M1 antag
Cc1ccc(S(=O)(=O)N2C[C@H]3[C@H]4C(=O)N(c5ccccc5)C(=O)[C@H]4CC(=O)[C@H]3[C@@H]2c2cccc3ccccc23)cc1	17	-10	2	2	-36
COc1ccc(NC(=O)/C(=C\c2ccc(F)cc2)NC(=O)c2ccco2)cc1	6	3	-1	1	0
CC(Cc1ccccc1)NC(=O)CCCN1C(=O)c2ccccc2C1=O (stereo not given)	-4	2	-3	12	-4
O=C(Nc1ccc(Cl)c(Cl)c1)N(CCCN1CCOCC1)Cc1cccs1	-2	-26	-5	14	-2
Cc1ccccc1N1CCN(Cc2nc(Cc3ccccc3F)no2)CC1	4	1	-6	0	-14
